FLuc counter: qHTS profiling assay for firefly luciferase inhibitor/activator using purifed enzyme and Km concentrations of substrates (counterscreen for miR-21 project). Luciferin 4-monooxygenase (Photinus pyralis), P08659. purified FLuc, Km substrates, luminescence inhibition. Potency, µM (series often up to 57.5 µM), inactives show at the top dose activity change, negative = inhibition, most hits filed as inhibitors. 6.9% of 360,000 active. AID 588342, 2011;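 further: plate controls were vehicle for no effect and reference inhibitor for full effect; nearly all actives have a fitted effect of over 55% in size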
Target sequence (P08659 whole entry, looked up): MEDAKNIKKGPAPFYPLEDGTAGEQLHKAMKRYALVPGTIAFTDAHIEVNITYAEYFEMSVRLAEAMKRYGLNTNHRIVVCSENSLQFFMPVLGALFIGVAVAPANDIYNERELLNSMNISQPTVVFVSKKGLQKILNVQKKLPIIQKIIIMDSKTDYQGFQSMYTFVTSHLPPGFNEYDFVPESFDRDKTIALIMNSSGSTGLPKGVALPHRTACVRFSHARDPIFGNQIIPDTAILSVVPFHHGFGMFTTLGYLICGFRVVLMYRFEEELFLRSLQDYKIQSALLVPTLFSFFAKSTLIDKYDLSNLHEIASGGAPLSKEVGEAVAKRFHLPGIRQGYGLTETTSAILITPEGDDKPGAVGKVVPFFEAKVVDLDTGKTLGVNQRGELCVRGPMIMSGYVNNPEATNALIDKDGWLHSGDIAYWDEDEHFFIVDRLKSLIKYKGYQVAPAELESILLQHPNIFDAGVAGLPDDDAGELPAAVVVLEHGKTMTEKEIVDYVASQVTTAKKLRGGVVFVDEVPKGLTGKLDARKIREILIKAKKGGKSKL
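Purified P. pyralis luciferase, 10 nM final, with Km-level 10 uM D-luciferin and 10 uM ATP in 50 mM Tris acetate pH 7.5, 10 mM Mg acetate, 0.01% Tween-20, 0.05% BSA; 6-point qHTS titration about 60 µM downward; luminescence read.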
MBNL1 CUG block: qHTS Assay for Inhibitors of MBNL1-poly(CUG) RNA binding; Muscleblind-like protein 1 (Homo sapiens), Q9NR56; TR-FRET MBNL1-His/biotin-(CUG)12 binding, 665/545 ratio; Potency, µM (series often up to 57.5 µM), for the others: at the top dose activity change, negative = inhibition, most hits filed as inhibitors; 0.036% of 280,000 active; AID 2675, 2010; active means well fitted inhibition curve with a large enough effect in the signal ratio, with a control signal flat, not every such curve was filed as active; inconclusive means small, poorly fitted or top-dose-only effect, or effect the other way, or a change in a side signal; inactive means no such curve, though single readings can be large or run the other way; the % refers to the signal ratio; further: on the % scale 0 is the no-effect control and ±100 the full control effect
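Ratiometric TR-FRET (665 over 545 nm, excitation 340 nm) tracks disruption of MBNL1-His/biotin-(CUG)12 complex after 60 min at room temperature, with compounds at 92 nM to 58 uM final.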
Rab9 promoter act: qHTS Assay for Rab9 Promoter Activators; Potency, µM (highest dose often 9.22 µM), without a hit: top-dose activation, negative = inhibition, actives largely listed as activators; Huh7 Rab9 promoter-luciferase reporter, luminescence, 24 h; 2.8% of 320,000 active; further: % of control where 0% means no effect; nearly all actives have a fitted effect of over 60% in size
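Stable Rab9-luc Huh7, 1500 cells/well, 2 h settle; cmpd in DMSO, 24 h, 37 °C/5% CO2; luciferase reagent 10 min RT; luminescence.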
ELG1 genotox: qHTS screen for small molecules that induce genotoxicity in human embryonic kidney (HEK293T) cells expressing luciferase-tagged ELG1 | AID 504466, 2011 | Potency, µM (highest dose often 46 µM), inactives show top-dose activity change, positive = activation, actives largely listed as activators | 1.3% of 330,000 active | HEK293T ELG1-luciferase reporter, luminescence, 16 h; further: % of control where 0% means no effect; nearly all actives have a fitted effect of over 60% in size
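HEK293T cells expressing luciferase-tagged ELG1 were exposed to compound or DMSO vehicle for 16 hr at 37 °C and 5% CO2. Luciferase activity was then measured with ONE-Glo after 30 min at room temperature.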
Gal4-VP16 FLuc: VP16 counterscreen qHTS for inhibitors of ROR gamma transcriptional activity | Drosophila S2 Gal4-VP16 UAS-luciferase, luminescence, 20 h | Potency, µM (titrated, usually from 53.6 µM), for the others: at the highest dose activity, negative = inhibition, actives largely listed as inhibitors | 3.5% of 310,000 active;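 further: Gal4-VP16 expression switched on by copper sulfate through the metallothionein promoter; on the % scale 0 is the no-effect control and ±100 the full control effect; nearly all actives have a fitted effect of over 50% in size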
BRCA1 expr up: qHTS Assay to Identify Small Molecule Activators of BRCA1 Expression; MCF7-BRCA1-FFLuc reporter, luminescence, 48 h; response scale: scaled: vehicle 0%, 10 µM genistein 100%; Potency, µM (doses to about 46.1 µM), inactives show top-dose activation, hits mostly activators; 1.1% of 380,000 active; further: nearly all actives have a fitted effect of over 80% in size; some results filed as inactive show a strong effect at the top dose
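MCF7 cells carrying a BRCA1-firefly luciferase reporter (2000 cells/well, phenol-red free MEM) were attached for 2 h at 37 °C, then given compounds for 48 h. Luminescence was read 15 min after luciferase reagent; activity normalized to genistein (10 microM) and DMSO.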
p53 reactivator: qHTS assay for re-activators of p53 using a Luc reporter; Potency, µM (top dose mostly 92.2 µM), for the others: at the top dose activity change, positive = activation, actives largely listed as activators; 0.063% of 320,000 active; H1299 p53-A138V BP100-luciferase reporter, luminescence, 24 h; further: % of control where 0% means no effect; nearly all actives have a fitted effect of over 45% in size
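H1299 (p53-null), stable ts p53-A138V + BP100-Luc; 1000 cells/well, Opti-MEM/10% FBS; cpd 4 pt, 1:5; 24 h, 37 deg C, 5% CO2; detection reagent 10 min RT; luminescence.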
RORg inh: qHTS for inhibitors of ROR gamma transcriptional activity | Drosophila S2 Gal4-RORgamma UAS-luciferase reporter, 20 h | Potency, µM (titrated, usually from 53.6 µM), for inactives: at the top dose activity change, negative = inhibition, most hits filed as inhibitors | 5.4% of 310,000 active | AID 2551, 2010; further: on the % scale 0 is the no-effect control and ±100 the full control effect; nearly all actives have a fitted effect of over 60% in size
Target sequence (P51450 whole entry, looked up, the tested form may be a part): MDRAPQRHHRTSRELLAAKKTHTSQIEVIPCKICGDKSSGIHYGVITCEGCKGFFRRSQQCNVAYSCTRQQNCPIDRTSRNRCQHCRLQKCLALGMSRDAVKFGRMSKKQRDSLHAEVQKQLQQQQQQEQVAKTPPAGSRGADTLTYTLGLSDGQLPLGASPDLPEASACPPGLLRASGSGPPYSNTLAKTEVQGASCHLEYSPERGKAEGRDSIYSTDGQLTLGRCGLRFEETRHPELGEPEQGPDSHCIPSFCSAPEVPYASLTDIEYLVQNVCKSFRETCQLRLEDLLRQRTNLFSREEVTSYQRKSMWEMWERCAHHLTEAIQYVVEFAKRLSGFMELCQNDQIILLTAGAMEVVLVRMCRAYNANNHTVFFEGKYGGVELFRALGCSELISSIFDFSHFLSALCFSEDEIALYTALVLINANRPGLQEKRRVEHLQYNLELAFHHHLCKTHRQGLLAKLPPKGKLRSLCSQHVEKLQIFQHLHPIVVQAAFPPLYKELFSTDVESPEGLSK
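Read-out: Photinus luciferase luminescence; inhibitors lower reporter signal. Insect Schneider cells with Gal4-ROR gamma fusion under metallothionein promoter, UAS reporter; 700 uM final copper sulfate induction, 20 hr, ambient temperature.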
uPA generation: qHTS for Inhibitors of Cell Surface uPA Generation. cell surface uPA generation assay, qHTS. 0.31% of 330,000 active. Potency, µM (highest dose often 38.3 µM), without a hit: at the top dose activity change, negative = inhibition, actives largely listed as inhibitors. AID 540303, 2011; active means well fitted inhibition curve with a large enough effect; inconclusive means small, poorly fitted or top-dose-only effect; inactive means no such curve, though single readings can be large or run the other way; tested in mouse RAW 264.7 cells; further: on the % scale 0 is the no-effect control and ±100 the full control effect; nearly all actives have a fitted effect of over 55% in size
NPC1 prom act: qHTS Assay for NPC1 Promoter Activators; Potency, µM (doses to about 9.22 µM), without a hit: top-dose activation, hits mostly activators; Huh7 NPC1 promoter luciferase reporter, 24 h; 2.4% of 320,000 active;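 further: % of control where 0% means no effect; nearly all actives have a fitted effect of over 60% in size; reporter is driven by a mutant NPC1 promoter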
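Stably transfected Huh7 (NPC1 promoter→luciferase), 1500 cells/well in Opti-MEM + 10% FBS, 2 h settle, then compound 24 h at 37 °C. Luminescence after 10 min with Amplite reagent.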
* hit, by the source's call; ? = inconclusive; / = not tested or not shown; & = joins results of further samples; [ ] = another dose, or the depositor's remark. Unless noted, the call rests on the fitted dose curve; in most records, active means well fitted curve in the direction sought with a large enough effect; inconclusive means small, poorly fitted or top-dose-only effect, or another doubt; inactive means no such curve, though single readings can be large; an effect the other way counts as inactive or inconclusive. Potency means the concentration at half of the fitted maximal effect.

The line under a structure holds: FLuc counter | MBNL1 CUG block | Rab9 promoter act | ELG1 genotox | Gal4-VP16 FLuc | BRCA1 expr up | p53 reactivator | RORg inh | uPA generation | NPC1 prom act
#1 Cc1cc(C)c(N(C(=O)c2csnn2)C(C(=O)NC2CCCC2)c2ccncc2)c(C)c1 (stereo unspecified)
    2% | 2% | -4% | 1% | 2% | -4% | 4% | -17% | -2% | 3%
#2 COc1ccc(-c2nn(CCC#N)cc2/C=N/O)cc1
    -2% | / | 2% | -1% | 3% | 5% | 3% | 4% | 7% | -3%
#3 COC(=O)Nc1ccc2ncn(C)c(=O)c2c1
    3% | -4% | 6% | -3% | 7% | -16% | -3% | 5% | -11% | -1%
#4 CCCCNC(=S)N1CCN(c2ccc(C(C)=O)cc2)CC1
    0% | 8% | 0% | -3% | 2% | -4% | 0% | 5% | -12% | -2%
#5 COc1ccc(S(=O)(=O)N2CCOCC2)cc1NC(=O)COC(=O)CCOc1ccc(C)cc1
    ? | / | -4% | -5% | / | 33% | 0% | / | -1% | 0%
#6 CO/N=C(\C(=O)N[C@@H]1C(=O)N2C(C(=O)O)=C(COC(C)=O)CS[C@H]12)c1csc(N)n1 (stereo in doubt)
    3% | -12% | 1% | 0%&3%&0% | -8% | -11%&-7%&-1% | 0%&-2%&7% | -19% | 11%&1%&-3% | -5%
#7 NC(=O)Cc1ccc(C(=O)c2ccc(Cl)cc2)s1
    ? | ? | 15% | 1% | -4% | 43% | 9% | ? | -8% | 5%
#8 COc1cccc(N2CCN(C(=O)c3cc4c(s3)CCCCC4)CC2)c1
    / | / | -5% | 3% | / | 1% | ? | / | 18% | 6%
#9 Cc1ccc(Cn2c(N)nc3ccccc32)cc1
    6% | 2% | -11% | -2% | ? | -12% | / | ? | -5% | -1%
#10 Cc1c(C(=O)NCCN2CCOCC2)oc2ccc(Br)cc12
    -13% | / | 21% | ? | / | 37% | 1% | / | -9% | 14%
#11 COc1nc(OC)nc(N2CCC(NC(=O)C(Cc3ccc(C(C)C)cc3)NC(C)=O)CC2)n1 (stereo unspecified)
    16% | 0% | -1% | -4% | -3% | -22% | -5% | -6% | 9% | 4%
#12 O=C(c1ccccc1)C1CCN(C(=O)c2c(F)cccc2F)CC1
    -2% | -6% | -1% | / | 9% | 3% | 5% | 9% | 4% | -6%
#13 CCC1(c2ccc(F)cc2)NC(=O)N(CC(=O)Nc2cccnc2Cl)C1=O (stereo unspecified)
    0% | / | -1% | -3% | / | 2% | -7% | / | 10% | -1%
#14 CC(C)C(=O)N1CCN(c2c(Cl)cccc2[N+](=O)[O-])CC1
    -5% | ? | 4% | -8% | 7% | -10% | -6% | -3% | -5% | -1%
#15 Cc1cccc(OC(C)C(=O)N/N=C\c2ccncc2)c1 (stereo unspecified)
    -5% | / | -2% | 1% | -5% | 1% | 1% | -15% | 0% | 4%
#16 COc1cc(Cl)c(C)cc1NC(=O)c1cccc(OC)c1OC
    6.7µM* | 3% | ? | 18% | 0% | ? | 22% | 23% | 7% | ?
#17 CCOC(=O)N1CCN(C(=O)c2ccc(Cl)c(NC(=O)c3cccs3)c2)CC1
    -18% | / | -5% | -1% | / | -13% | -8% | / | -2% | 1%
#18 CCNc1nc(NCC)nc(SCCOC(=O)c2ccccc2)n1
    2% | ? | -1% | -1% | -5% | -14% | -6% | ? | -6% | -2%
#19 COCCNC(=S)N1CCOCC1
    0% | 16% | 1% | 2% | 2% | 8% | -1% | 6% | 6% | 0%
#20 O=C(CCn1c(=O)oc2ccccc21)NCCCN1CCN(c2ccc(F)cc2)CC1
    2% | -9% | 6% | -8% | -13% | -1%[1.84 µM] | 2% | 4% | -4% | -3%

Profiles as entered above.
Listed for Cc1c(C(=O)NCCN2CCOCC2)oc2ccc(Br)cc12 = FLuc counter: -13%; MBNL1 CUG block: /; Rab9 promoter act: 21%; ELG1 genotox: ?; Gal4-VP16 FLuc: /; BRCA1 expr up: 37%; p53 reactivator: 1%; RORg inh: /; uPA generation: -9%; NPC1 prom act: 14%
Listed for COC(=O)Nc1ccc2ncn(C)c(=O)c2c1 = FLuc counter: 3%; MBNL1 CUG block: -4%; Rab9 promoter act: 6%; ELG1 genotox: -3%; Gal4-VP16 FLuc: 7%; BRCA1 expr up: -16%; p53 reactivator: -3%; RORg inh: 5%; uPA generation: -11%; NPC1 prom act: -1%

(next part)
The line under a structure holds: FLuc counter | MBNL1 CUG block | Rab9 promoter act | ELG1 genotox | Gal4-VP16 FLuc | BRCA1 expr up | p53 reactivator | RORg inh | uPA generation | NPC1 prom act
#21 C=CCNC(=O)c1onc(CSc2ccc(Cl)cc2)c1C(=O)O
    17µM* | -6% | 2% | -2% | 1% | 19% | -2% | 6% | 4% | -2%
#22 Cn1nc(CC(=O)NCc2cccc3ccccc23)c2ccccc2c1=O
    3% | 12% | -4% | -11% | 8% | -44% | 4% | -12% | 2% | -2%
#23 O=C(Nc1cccc2ncccc12)c1ccc([N+](=O)[O-])o1
    -2% | ? | 4% | -13% | ? | -90%[inhibitor] | -17% | ? | -15% | -3%
#24 COc1ccc(C2(C(=O)NCCCN3CCOCC3)CCOCC2)cc1
    11% | 8% | 7% | 1% | -5% | -13% | -1% | 3.5µM* | -1% | -3%
#25 NS(=O)(=O)c1cccc(NC(=O)Cn2cnc3ccccc3c2=O)c1
    7% | 3% | -4% | 1% | 0% | 5% | 10% | -27% | 6% | -1%
#26 CC1=C/C(=N\N=C2\NC(=O)C(CC(=O)Nc3ccccc3F)S2)CC(C)(C)C1 (stereo unspecified)
    ? | 32%[activator] | -1% | -7% | -4% | -19% | -5% | 25% | 4% | -3%
#27 CN1C(=O)c2ccccc2NC(=O)[C@]12O[C@@H]2c1cccc(O)c1
    -1% | 1% | 1% | 0% | -3% | -18% | 7% | -15% | -7% | -4%
#28 Cc1ccccc1C(=O)N1CCC(C(=O)N2CCCc3ccccc32)CC1
    ? | / | 3% | -1% | / | -15% | 19% | / | -5% | -2%
#29 CN(C)/C=C/c1c([N+](=O)[O-])c2ccc(O)cc2n1-c1ccccc1
    -10% | / | -5% | -8% | -2% | -40% | 5% | 14% | 3% | 1%
#30 Cc1sc2ncnc(N3CCCCC3)c2c1C
    2% | -6% | 0% | -9% | -8% | -43% | -4% | 1% | / | -3%
#31 CC(C)CCN(C(=O)CCCSc1nc2ccccc2[nH]1)c1c(N)n(Cc2ccccc2)c(=O)[nH]c1=O
    2% | / | -6% | 3% | / | -15% | 13% | / | 5% | -1%
#32 CCC(=O)N(CCc1ccccc1)Cc1cc2cccc(C)c2[nH]c1=O
    -5% | 4% | 5% | -2% | 4% | -21% | 1% | -1% | 15% | 3%
#33 O=C(Nc1cc(N2CCOCC2)ncn1)c1ccc(F)cc1
    ? | -4% | ? | 6% | -17% | -30% | 7% | -3% | 2% | 14%
#34 O=C(O)CCC(=O)NCc1ccc(C(=O)O)cc1
    12% | -5% | 9% | 6% | 26% | 27% | -1% | -11% | 1% | 1%
#35 Nc1cc(-c2ccc(Cl)cc2)nn1-c1ccccc1
    6µM* | -3% | 3.2µM* | ? | -21% | ? | 11% | 12% | -1% | 3.2µM*
#36 Cc1cccc(NC(=O)CN2C(=O)N/C(=C\c3ccc(-c4cccc(C(=O)O)c4)o3)C2=O)c1
    ? | ? | -1% | 1% | 0% | ? | 9% | 0% | 0% | 9%
#37 Cc1cc(C(=O)NCc2ccc(Cl)cc2)n(-c2ccccc2)n1
    4% | -7% | -3% | -6% | -9% | -10% | -6% | 18% | ? | 1%
#38 O=C(Nc1ccccc1Cc1ccccc1)c1ccccc1NS(=O)(=O)c1ccc(Cl)s1
    -1% | 2% | -9% | -8% | 13µM* | -75% | 3% | ? | ? | -7%
#39 O=C(COC(=O)CNC(=O)c1ccccc1F)NC12CC3CC(CC(C3)C1)C2
    / | / | -3% | 5% | / | 6% | 4% | / | 11% | 0%
#40 Cc1cc2cc(CNC(=O)c3cccs3)ccc2n1C
    ? | 5%[11.5 µM] | -2% | 2% | -9% | -1% | 7% | 20% | 9% | -3%
#41 CCCC(=O)n1nc(-c2ccccc2)nc1N
    -4% | -8% | 0% | 2% | -4% | 4% | -2% | ? | 0% | 5%

Marked active in NPC1 prom act, among the entries above:
| nr | molecule | MBNL1 CUG block | Rab9 promoter act | p53 reactivator | uPA generation | NPC1 prom act |
| --- | --- | --- | --- | --- | --- | --- |
| 35 | Nc1cc(-c2ccc(Cl)cc2)nn1-c1ccccc1 | -3% | 3.2µM* | 11% | -1% | 3.2µM* |

Bioassay records deposited in PubChem BioAssay by National Center for Advancing Translational Sciences (NCATS).
